PfHsp90 yeast 2 – inhibits growth of yeast expressing Plasmodium falciparum Hsp90; S. cerevisiae expressing PfHsp90, BacTiter-Glo ATP, 48 h; yeast lacking PDR1 and PDR3 efflux regulators; inhibition, % at 9.4 µM; 310,000 tested, 0.32% active;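 active = every replicate shows inhibition above about 80%, whatever the replicate mean, limit read from the data; inconclusive = mean inhibition reaches the set limit but some replicate falls short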;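 also: 0% = DMSO neutral controls and 100% = 20 µM radicicol positive controls; yeast relying on Plasmodium falciparum Hsp90 in place of its own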
E coli growth – counter-screen for AddAB inhibitors: E. coli growth inhibition | inhibition, % at 11.9 µM | E. coli V3065 growth, OD600 absorbance, 18 h | AID 449728 | 330,000 tested, 0.27% active;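 active = inhibition above the campaign's mean inhibition across all tested compounds plus 3 SD, cut at about 9.9% in these data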;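 also: uninfected addAB+ strain grown without phage in ampicillin broth; 0% = DMSO wells and 100% = ciprofloxacin 0.95 µg/ml wells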
Arrestin-AP2 inh – human beta-arrestin and AP2 interaction inhibition; 340,000 tested, 0.31% active; inhibition, % at 10 µM; FITC-arrestin peptide / GST-AP2 beads, flow cytometry; AP2 beta2 appendage carries R879A mutation;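 active = inhibition above a set limit, near 3 SD of compounds lacking own fluorescence, cut at about 54% in these data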;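 also: plate controls were DMSO wells for no effect and 5 µM unlabelled arrestin peptide for full effect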
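System: GST-AP2 R879A bound to glutathione beads, E. coli-expressed. Also added: 50 nM FITC-arrestin peptide. Schedule: compound with beads 12 min RT, then probe 1 h RT. Signal: bead flow cytometry, FITC channel. Read-out basis: percent response.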
PKA-R1A activ – activates the PKA-R1A holoenzyme complex. P00514+P68181. PKA-R1A dissociation, Cy5-IP20 fluorescence polarization; scaled: DMSO 0%, 113 µM cGMP 100%. activation, % at 11.4 µM. 340,000 tested, 0.083% active;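 active = percent activation above the mean of all tested compounds plus 3 SD, cut at about 19% in these data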;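 also: higher means more PKAc released from R1A so a rise in polarization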
MOR-DOR inv ag – mu-delta opioid heterodimer inverse agonism; cell-based MOR-DOR heterodimer luminescence; inhibition, % at 9.3 µM; 340,000 tested, 0.21% active; AID 504357; in the data active = inhibition above about 22%, passing the limit was not always enough;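 also: 0% = cells with DMSO and 100% = wells without cells with DMSO; values of inactives mirror those of a sister screen read the other way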
Target sequence (P35372 whole entry, looked up): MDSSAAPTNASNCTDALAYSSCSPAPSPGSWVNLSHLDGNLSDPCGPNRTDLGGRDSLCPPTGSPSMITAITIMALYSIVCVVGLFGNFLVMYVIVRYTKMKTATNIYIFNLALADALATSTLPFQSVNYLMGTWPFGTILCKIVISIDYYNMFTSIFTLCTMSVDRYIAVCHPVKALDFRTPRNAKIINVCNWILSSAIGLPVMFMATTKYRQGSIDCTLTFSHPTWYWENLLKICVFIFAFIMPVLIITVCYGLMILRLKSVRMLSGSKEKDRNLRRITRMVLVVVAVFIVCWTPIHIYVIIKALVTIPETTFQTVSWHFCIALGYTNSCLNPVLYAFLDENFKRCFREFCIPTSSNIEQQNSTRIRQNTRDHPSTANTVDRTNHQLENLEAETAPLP
Target sequence (P41143 whole entry, looked up): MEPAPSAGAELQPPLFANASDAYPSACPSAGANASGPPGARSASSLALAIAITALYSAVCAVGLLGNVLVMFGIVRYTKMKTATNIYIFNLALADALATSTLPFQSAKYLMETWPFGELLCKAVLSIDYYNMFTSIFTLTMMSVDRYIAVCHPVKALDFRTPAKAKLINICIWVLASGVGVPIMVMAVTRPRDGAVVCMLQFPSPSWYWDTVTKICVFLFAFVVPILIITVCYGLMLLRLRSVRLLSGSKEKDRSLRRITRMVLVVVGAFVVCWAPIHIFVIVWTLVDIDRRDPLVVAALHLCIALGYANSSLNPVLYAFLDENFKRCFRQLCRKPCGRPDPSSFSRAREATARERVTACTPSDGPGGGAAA
SUMO Mot1 rescue – blocks SUMOylation pathway, rescuing yeast Mot1-301 growth; growth rescue, % at 18.8 µM; S. cerevisiae Mot1-301 growth rescue, ATP luminescence, 38.5C; percent above DMSO median, 100 means doubled; 320,000 tested, 1% active;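 active = every valid replicate shows activation above 250% relative to neutral control wells; inactive = the rest, any valid replicate at or below 250%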;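 also: OY570 slx delta 5 strain wells were the positive control but not used for scaling; some compounds called inactive have numbers as strong as hits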
AddAB inh – less growth of phage-infected E. coli with AddAB. E. coli expressing H. pylori AddAB, absorbance growth. 330,000 tested, 0.29% active. inhibition, % at 11.9 µM; in the data active = inhibition above about 12%;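 also: 0% = vehicle wells of infected cells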
MOR-DOR ag – OPRM1-OPRD1 heterodimerization agonism; P35372+P41143; 340,000 tested, 0.3% active; AID 504326; activation, % at 9.3 µM; cells, luminescence; in the data active = activation above about 18%;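 also: 0% = vehicle-treated cells and 100% = reference agonist; values of inactives mirror those of a sister screen read the other way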
Tat transport – inhibitors of E. coli Tat protein transport; 340,000 tested, 0.036% active; AID 488895; inhibition, % at 10 µM; E. coli MC4100 TorA-mCherry Tat export, fluorescence;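 active = mean replicate inhibition at least 50% and at least half of replicates individually reaching 50%; inconclusive = only one of the two criteria met; inactive = neither criterion met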;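 also: exported cargo escapes ClpAP degradation while cytoplasmic cargo is degraded and loses fluorescence; 0% = median of neutral control wells and 100% = median of NaSCN control wells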
phage Ecoli inh – E. coli growth loss with phage present. growth absorbance. inhibition, % at 11.9 µM. 360,000 tested, 0.26% active; in the data active = inhibition above about 11%
Pemphigus Ab inh – blocks pemphigus antibody binding to human desmoglein-3 | DSG3-coupled beads, scFv-anti-DSG3-GFP binding, flow cytometry; active compounds read low | binding (percent of control), % at 10 µM | 310,000 tested, 0.48% active;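 active = binding more than 3 SD below its plate's average and above zero; inconclusive = below that plate limit but binding exactly zero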;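 also: hits lower antibody fragment binding to DSG3; some compounds called inactive have numbers as strong as hits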
* marks the source's active call; other numbers are inactive results; ? = inconclusive; nt = no result given; + = active, no number.

SMILES	E coli growth	MOR-DOR ag	Arrestin-AP2 inh	phage Ecoli inh	SUMO Mot1 rescue	AddAB inh	PfHsp90 yeast 2	Tat transport	PKA-R1A activ	Pemphigus Ab inh	MOR-DOR inv ag
CCc1ccccc1N(C(=O)c1snc(C(N)=O)c1N)C(C(=O)NCC1CCCO1)c1c[nH]c2ccccc12 (stereo unspecified)	-1.5	-0.1	8	0.8	192	1.6	-10	-8	3	104	1
COc1ccc(S(=O)(=O)N2CCc3ccccc32)cc1C(=O)N1CCC(C)CC1	-0.7	-0.7	9	4.2	1	1.2	5	-5	-16	nt	4
CCc1nnc(NC(=O)CCS(=O)(=O)Cc2ccccc2)s1	-1.1	0.3	27	-1.7	-3	0.6	12	5	-5	100	-2
Cn1cccc1/C=N/NC(=O)c1ccc[n+]([O-])c1	1.7	3.8	-20	3.9	159	0.8	-5	6	1	106	-21
Cn1c(=O)oc2cc(S(=O)(=O)Nc3cccc4c3CCCC4)ccc21	-1.6	-0.5	-5	2.3	-17	-1.2	14	-5	3	nt	3
NC(=O)Nn1c(CCC(=O)O)ccc1-c1ccc(Cl)cc1	-2.0	-2.1	-9	-0.5	51	1.0	-3	-6	-7	90	11
O=C(O)c1ccc(N2CCCC2=O)cc1	-1.0	-0.7	0	-1.1	-1	1.2	15	0	-11	100	4
COC(=O)CSc1nc2cc3c(cc2cc1C)OCO3	0.0	-3.3	13	0.7	-15	4.0	-35	-8	-4	109	15
Cc1ccc(NCc2nnc(SCC#N)o2)c(C)c1	-0.9	-2.9	9	-1.1	-5	0.6	21	-8	3	99	17
COc1ccc(OC)c(NC(=O)CN2C(=O)NC3(CCCc4ccccc43)C2=O)c1 (stereo unspecified)	-1.1	-0.8	-9	3.1	nt	-2.6	-17	2	1	103	3
C[C@@H]1CN(S(=O)(=O)C(C)(C)C)[C@H](CCO)/C1=C\c1ccccc1	nt	-3.6	-6	2.3	nt	nt	14	-7	5	102	17
CCC(CC)C(=O)Nc1nnc(S(=O)(=O)N2CCCCCC2)s1	0.4	8.1	0	1.4	-23	0.1	3	?	7	101	-45
Cc1ccc(CSCC(=O)NCc2cccs2)cc1	0.0	-0.8	-7	0.1	-10	5.1	17	-2	18	100	4
Cc1cc(NC(=O)c2ccc(S(=O)(=O)N3CCCC3)cc2)nc2c1c(=O)oc1ccccc12	nt	-2.6	7	1.7	nt	nt	-29	-2	-14	94	12
CCOC(=O)C1(CCCc2ccccc2)CCN(CCCn2cccn2)CC1	0.9	-3.2	13	5.1	478	4.0	-3	1	9	86	16
CCc1cc2cc(C(=O)N3CCN(Cc4ccccc4)CC3)sc2s1	1.4	2.3	2	0.1	112	-1.1	10	0	-10	97	-13
CCOc1ccc2c(c1)C(C)=CC(C)(C)N2S(=O)(=O)c1ccc(F)cc1	1.8	3.5	5	0.7	9	0.0	30	6	-4	101	-18
O=C1CCC/C1=C/Nc1ccc(Cl)cc1	0.0	-2.2	-1	5.2	6	-0.6	-8	2	1	96	11
CN1CCN(NC(=O)CN2C(=O)/C(=C/c3ccccc3Cl)SC2=S)CC1	-1.6	-1.2	29	1.2	41	-0.8	2	-3	-5	96	7
O=C(NCc1ccco1)Nc1cccc(-c2ccccc2)c1	nt	-2.3	-8	0.9	nt	nt	nt	-14	5	96	12
Cc1cccc(CSC2=NCCN2C(=O)c2ccco2)c1	-0.4	-2.1	17	4.7	-20	2.8	-6	7	-5	106	11
CCN(CC)CCNCc1ccc(-c2ccc(Cl)cc2)o1	-6.0	-0.8	31	-2.8	4	-5.0	1	-1	2	108	5
COc1ccc(S(=O)(=O)N2CCN(Cc3ccccc3)CC2)cc1	0.5	1.4	22	4.7	16	1.4	11	8	-3	102	-7
O=C(NCCc1ccc(F)cc1)c1ccc([N+](=O)[O-])cc1	0.1	2.1	5	3.0	-20	0.3	-9	-1	6	104	-11
O=C(N[C@@H]1C/C=C\C[C@H](CC(=O)N(CCO)Cc2ccccc2)C(=O)NC[C@@H](c2ccccc2)OC1=O)OCC1c2ccccc2-c2ccccc21	-0.9	1.6	3	1.1	25	-0.9	6	-4	-3	98	-9
CC1=C(C(=O)OC2CCCCC2)C(c2ccc(C)o2)C2=C(CCCC2=O)N1 (stereo unspecified)	-0.8	-0.3	28	2.1	162	-0.5	-14	3	-3	99	2
CC(=O)c1sc(-c2ccc(F)cc2F)nc1C	-0.8	-1.8	-4	1.0	-9	1.3	1	2	-5	112	9
CC1(C)Cc2nc3sc4c(OCc5ccccc5)ncnc4c3cc2CO1	-0.4	-3.2	14	0.4	+	1.0	1	-6	-5	110	17
O=C(NCc1ccccn1)c1ccc(NC(=O)c2ccco2)cc1	1.1	-0.9	6	3.5	12	3.5	-10	2	-7	nt	4
COc1cc(NC(=O)CSc2nc3c(C)ccc(C)c3cc2C)c(C(=O)O)cc1OC	1.1	-1.0	2	2.4	-24	3.0	-9	-8	-3	100	6
CC(=O)c1c(C(C)=O)c(C)n(Cc2ccc(Cl)cc2)c1C	-2.5	2.2	0	0.2	-4	-0.1	15	8	0	106	-12
O=C(CCc1ccccc1)Nc1ncn[nH]1	-1.6	-2.5	20	1.5	4	1.6	18	-6	-3	105	11
Nc1cccc2[nH]c(=O)c3ccccc3c12	nt	2.4	13	2.9	nt	nt	0	-4	-3	91	-12
COc1ccc(CSC(=N)N)cc1[N+](=O)[O-]	2.9	-2.8	-2	6.2	-21	0.2	9	-3	0	104	16
CCOc1ccc(NC(N)=O)cc1	0.4	-1.3	5	3.9	13	2.7	14	-1	4	95	8
CCOC(=O)c1c(CC(C)C)csc1/N=C/C1C(=O)CC(C)(C)CC1=O	0.2	-0.2	-10	4.4	6	0.7	7	-7	-3	119	1
Cc1cccnc1Nc1nc(-c2ccc(O)cc2)cs1	-0.9	1.6	13	1.8	29	0.9	6	-4	3	119	-10
COc1ccc(/C=C2/N=C(SC3CCOC3=O)N(c3cccc(OC)c3)C2=O)cc1 (stereo unspecified)	1.4	-0.1	0	2.8	115	1.7	-2	-2	10	98	0
Cc1ccccc1-c1nc2cc(Cl)ccc2o1	-0.3	-2.3	-7	1.9	54	-0.1	71	1	0	nt	14
CSc1nc(=S)n(-c2ccccc2)c(C)c1C(C)=O	-1.0	-1.3	3	0.6	250	0.7	-7	4	4	103	6
Cc1cccc(OCC(=O)O/N=C(\N)c2ccccn2)c1	-1.7	2.2	-2	2.7	-3	-0.3	-8	3	7	94	-14
C/C(=N\NC(=O)c1ccccc1-n1cccc1)C1CC1	-1.2	0.2	11	1.2	0	3.7	8	-14	-7	132	-1
O=C(CSc1nnnn1C1CCCCC1)NCc1ccco1	-0.5	-1.8	2	1.0	3	0.2	4	0	1	109	10
CCN(c1cccc(C)c1)S(=O)(=O)c1ccc(OC)c([N+](=O)[O-])c1	0.5	-1.8	19	2.5	8	0.6	2	2	-3	103	10
CNC(=S)N(Cc1cccs1)Cc1cc2cc(OC)ccc2[nH]c1=O	-0.2	-1.9	3	3.5	-11	2.9	17	-8	5	99	8
COc1ccc(C(=O)NCC(=O)OCC(=O)N2N=C(c3ccc(Cl)cc3)CC2c2ccco2)cc1OC (stereo unspecified)	1.7	0.6	23	2.5	-14	1.1	-19	4	0	95	-3
COc1cccc(CNC(=O)C2CCN(S(=O)(=O)N3CCC(C)CC3)CC2)c1	-1.6	1.1	-1	1.4	6	-1.5	3	4	0	108	-6
Cc1nc(SCC(=O)O)c(C#N)c(-c2ccco2)c1C(=O)N(C)C	-3.3	-1.4	1	1.9	nt	2.9	5	0	-4	90	7
CC1(c2ccccc2)NC(=O)N(CC(=O)NCC2CCCO2)C1=O (stereo unspecified)	-3.5	-2.7	0	3.2	-25	-0.1	1	11	5	98	11
Cc1ccc(C(=O)NCc2occc2C(=O)O)o1	0.3	0.9	2	1.9	-7	1.6	57	-3	-9	nt	-5
O=C(N/N=C/c1coc2ccccc2c1=O)c1ccncc1	nt	-2.8	-3	0.3	-15	nt	30	1	1	100	14
O=C(CC1S/C(=N/N=C/C=C/c2ccccc2)NC1=O)Nc1ccc(Cl)c(Cl)c1 (stereo unspecified)	-0.5	0.3	0	0.7	107	0.2	-59	-4	2	110	-1
COC(=O)c1c(C)oc2ccc(N(C(C)=O)S(=O)(=O)c3ccccc3)cc12	0.7	0.8	-1	0.4	-22	1.8	19	9	2	93	-5
O=C(CSc1nncn1-c1ccccc1)Nc1ccc(F)cc1F	-0.6	-3.1	-19	-0.9	48	2.4	-9	8	3	nt	19
COc1ccc(OC)c(S(=O)(=O)Nc2ccc3c(c2)C(=O)OC3)c1	-3.0	-1.7	-20	2.5	13	-0.9	22	-1	-1	106	9
